# Bioassay records as filed in PubChem.
# F508del corr – correctors of CFTR F508del function in bronchial epithelial cells; CFBE cells, YFP halide quenching; stimulated with forskolin plus potentiator P3; % fluorescence drop versus neutral controls; activity (quench increase), % at 7.58 µM; hit rate 0.36% among 350,000; AID 720511;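 active = mean added fluorescence quench of at least 8% versus neutral control, with both replicates also reaching 8%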;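 note: cells transiently co-express mutant CFTR-F508del with the halide-sensitive YFP; corrector assay measuring rescue of mutant channel to the surface after 24 h compound exposure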
# miR122 inh – miR-122 inhibition in Huh7 cells. Huh7 miR-122 Renilla luciferase sensor, 48 h; neutral wells = 0, positive control = 100. activation (reporter increase), % at 12.5 µM. hit rate 0.3% among 340,000. AID 602342;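 active = mean replicate activation score at least 90 and every replicate individually at or above 90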;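 note: higher luciferase means less miR-122 activity so hits act as miR-122 inhibitors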
# PglD DTNB – PglD (C. jejuni) enzyme inhibition | purified PglD enzyme, DTNB colorimetric CoA detection | inhibition, % at 12.5 µM | hit rate 0.098% among 360,000; in the data active = inhibition above about 16%, passing the limit was not always enough; note: strong numbers were not always called active
# Cneo AK release – Cryptococcus neoformans lysis via adenylate kinase release | C. neoformans lysis, adenylate kinase release luminescence, 4 h; normalised: neutral wells 0, clomiphene wells 100 | AID 651654 | lysis activity, % at 15 µM | hit rate 0.2% among 360,000;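 active = mean lysis activity across replicates of at least 80%, whatever share of replicates individually reach that level; inactive = mean lysis activity below 80%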
#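 Schedule: static 4 h at 37 °C with compound, 1 h detection; system: C. neoformans cells; benchmarks: Clomiphene as positive control; buffer or medium: fresh YPD medium; measure: luminescence rise reflecting yeast cell lysis; measured by: luminescent adenylate kinase detection reagent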
# C2C12 statin – suppressors of simvastatin-induced myotoxicity in C2C12 myotubes | rescue of ATP level, % at 7.49 µM | hit rate 0.78% among 330,000 | ATP luminescence, 48 h; scaled: DMSO 0, geranylgeraniol control 100;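 active = mean ATP rescue above about 67%, or every replicate alone reaching that limit, limit read from the data, passing the limit was not always enough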;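 note: myotubes were challenged with 10 µM simvastatin during compound exposure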
# PGC1a acetyl inh – modulators of PGC1a acetylation; U2OS PGC1a acetylation, AlphaScreen anti-acetyl-lysine; with virally co-expressed GCN5 acetyltransferase; inhibition, % at 15.6 µM; hit rate 0.17% among 350,000;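 active = every replicate shows inhibition of at least 40%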;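 note: 0% = neutral control wells and 100% = positive control wells; some results beyond the cut were filed as inactive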
# FN deposit inh – fibronectin deposition inhibition | AH1F fibroblasts, Alexa488-fibronectin deposition fluorescence, overnight | inhibition, % at 12.6 µM | hit rate 0.086% among 350,000 | AID 743247;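 active = mean inhibition across replicates of 30% or more, regardless of how many single replicates reach that level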;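 note: positive control wells lacked labelled fibronectin entirely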
#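 Measured by – fluorescence 485/525 nm · System – AH1F fibroblast monolayer, labelled fibronectin deposition · Amount – 10000 cells per well · Buffer or medium – serum-reduced DMEM (2% serum) · Doses – single dose, pinned · Also added – fluorescent fibronectin at 24 nM final · Schedule – 1 h cell attachment, overnight exposure to compound and label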
# INS-1E GSIS act – GLuc luminescence reporter in INS-1E cells, primary screen for activators of glucose-dependent secretion of insulin | INS-1E GLuc reporter insulin secretion, 2-3 h | activation, % at 16.6 µM | hit rate 0.61% among 370,000;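 active = lowest replicate activation of at least 40%, so every replicate reaches that level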;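 note: 0% = median of neutral control wells and 100% = median of IBMX positive control wells; some compounds called inactive have numbers as strong as hits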
# Active calls of the source: *; nt = no result given; & = joins results of further samples; [ ] = remark or other dose. Hits appear at their usual frequency (roughly 2.1% active in at least one column).
entry	compound	C2C12 statin	Cneo AK release	INS-1E GSIS act	FN deposit inh	PglD DTNB	PGC1a acetyl inh	F508del corr	miR122 inh
1	C[C@@H]1CN([C@H](C)CO)S(=O)(=O)c2ccc(C#Cc3ccncc3)cc2O[C@H]1CN(C)C(=O)c1ccncc1	29	2	4	nt	-2	-10	2.5	1[16.7 µM]
2	COc1ccccc1N1CCN(C(=S)NC(=O)/C=C/c2ccc(F)cc2)CC1	nt	0	-1	-1	-1	-9	-0.3	0
3	N#Cc1c(NCCCO)nc(-c2ccccc2)c2c1CCCC2	-14	0	nt	nt	1	-13	nt	-5
4	CC(C)CCCN1C(N(C)C)=NC[C@@H]1C	-2	0	1	-1	-5	-14	-2.2	-1
5	CCOc1ccc(S(=O)(=O)N2CCC(C(=O)NCc3cccnc3)CC2)cc1Cl	-10	36	-7	0	2	9	0.3	-20
6	Fc1ccc(NC(=S)N2CCCC(c3ccccc3)=N2)cc1	-3	nt	2	9	nt	-4	nt	nt
7	O=C(NCCc1ccncc1)[C@@H]1[C@@H](CO)[C@@H]2Cn3c(ccc(-c4ccncc4)c3=O)[C@H]1N2	14	1	12	nt	1	nt	-0.9	7[16.7 µM]
8	CCOC(=O)C(c1nc2ccccc2[nH]1)n1c(-c2ccccn2)nc2ccccc21 (stereo unspecified)	1	-11	-6	-5	-3	-16	1.0	-5
9	CC(=O)N(C)C[C@@H]1Oc2ncc(C#Cc3ccccc3F)cc2C(=O)N([C@@H](C)CO)C[C@@H]1C	15	5	-3	-12	5	2	3.3	-2[16.7 µM]
10	O=C(NCCCCCCNC(=O)c1cncc(O)c1)c1cncc(O)c1	nt	nt	23	-4	nt	3	-3.0	nt
11	C[C@H](CO)N1C[C@H](C)[C@H](CN(C)C(=O)CCCN(C)C)OCCCC[C@H](C)Oc2ccc(NS(=O)(=O)c3ccc(Cl)cc3)cc2C1=O	nt	-4	7	-3	0	-8	3.3	5[16.7 µM]
12	COCc1ccc(C(=O)N2CCCC(C(=O)c3cccc(C(F)(F)F)c3)C2)o1 (stereo unspecified)	6	nt	-22	0	nt	5	-1.6	-7
13	COc1ccc(NC(=O)CSC2CCCCC2)cc1	42	4	-5	0	0	9	nt	-6
14	CN(C)C(=O)C[C@H]1C[C@H]2c3cc(NC(=O)c4ccc5c(c4)OCO5)ccc3O[C@H]2[C@H](CO)O1	1	22	-1	-6	1	0	-0.2	4[16.7 µM]
15	CCOc1ccc(NC(=O)CCN2CCN(S(=O)(=O)c3ccc(F)cc3)CC2)cc1	1	3	-21	6	-5	6	-2.3	-1
16	O=C1c2ccccc2C(Nc2ccc(S(=O)(=O)N3CCCCCC3)cc2)N1c1ccccn1 (stereo unspecified)	-2	1	nt	0	5	10	0.0	-1
17	COC(=O)C1=C(C)N(C)C(=O)NC1c1c(OC)ccc2ccccc12 (stereo unspecified)	21	0	3	2	8	nt	0.4	nt
18	COc1ccc2[nH]cc(CCNC(=O)CC[C@H]3O[C@@H](n4cc(C)c(=O)[nH]c4=O)C[C@@H]3O)c2c1	9	0	1	3	-2	3	1.2	-5
19	Cc1ccc(S(=O)(=O)N2CCN(S(=O)(=O)N(C)C)CC2)c(C)c1	-4	-3	nt	nt	-6	nt	nt	-9
20	C[C@@H]1CN([C@@H](C)CO)C(=O)CCCn2cc(nn2)CO[C@H]1CN(C)C(=O)Nc1ccccc1C(F)(F)F	11&-3	-4&10	7	1	-1&2	5&-1	-0.7&-2.5	4&-5[16.7 µM]
21	C=CCn1c(C)cc(C(=O)COC(=O)C2CC(=O)N(Cc3ccccc3)C2)c1C (stereo unspecified)	-9	-4	nt	nt	-1	-16	nt	1
22	CCCn1c(=N)n(CC(O)COc2cccc(C)c2)c2ccccc21 (stereo unspecified)	-36	3	nt	nt	-5	-22	nt	-5
23	COCCNC(=O)C1CCC(=O)N1S(=O)(=O)c1ccc(C)cc1 (stereo unspecified)	6	1	7	-3	-3	nt	1.5	nt
24	Cc1cccc2cc(C3CC(c4ccco4)=NN3S(C)(=O)=O)c(Cl)nc12 (stereo unspecified)	nt	0	1	0	-4	0	3.9	1
25	O=C(O)CCS(=O)(=O)c1cccc2cccnc12	11	nt	-10	nt	nt	-6	nt	-4
26	CCCN1CCN(CCCNC(=O)Cn2cc3c(n2)CCCC3)CC1	-6	-2	12	4	6	-8	0.6	-4
27	Cc1nn(CCCC(=O)NCc2ccco2)c(=O)c2nn(-c3ccccc3)c(C)c12	7	5	8	-9	3	-11	0.4	2
28	Cc1noc(/C=C/N(C)C)c1S(=O)(=O)N1CCCC(C(=O)NCc2cccs2)C1 (stereo unspecified)	8	0	nt	-5	2	-27	0.1	-1
29	CC/C(=N\NC(=O)c1ccc2c(c1)OCO2)C12CC3CC(CC(C3)C1)C2	8	-3	nt	-5	1	-42	nt	181*
30	COc1ccc(NC(=O)Nc2cccc3c2O[C@H](CN(C)Cc2ccc(Oc4ccccc4)cc2)[C@H](C)CN([C@H](C)CO)C3=O)cc1	-16	-2	-30	nt	-1	7	3.7	-1[16.7 µM]

# Exported as labelled records: four of the compounds above
16: O=C1c2ccccc2C(Nc2ccc(S(=O)(=O)N3CCCCCC3)cc2)N1c1ccccn1 (stereo unspecified)
  C2C12 statin: -2 | Cneo AK release: 1 | INS-1E GSIS act: nt | FN deposit inh: 0 | PglD DTNB: 5 | PGC1a acetyl inh: 10 | F508del corr: 0.0 | miR122 inh: -1
17: COC(=O)C1=C(C)N(C)C(=O)NC1c1c(OC)ccc2ccccc12 (stereo unspecified)
  C2C12 statin: 21 | Cneo AK release: 0 | INS-1E GSIS act: 3 | FN deposit inh: 2 | PglD DTNB: 8 | PGC1a acetyl inh: nt | F508del corr: 0.4 | miR122 inh: nt
18: COc1ccc2[nH]cc(CCNC(=O)CC[C@H]3O[C@@H](n4cc(C)c(=O)[nH]c4=O)C[C@@H]3O)c2c1
  C2C12 statin: 9 | Cneo AK release: 0 | INS-1E GSIS act: 1 | FN deposit inh: 3 | PglD DTNB: -2 | PGC1a acetyl inh: 3 | F508del corr: 1.2 | miR122 inh: -5
19: Cc1ccc(S(=O)(=O)N2CCN(S(=O)(=O)N(C)C)CC2)c(C)c1
  C2C12 statin: -4 | Cneo AK release: -3 | INS-1E GSIS act: nt | FN deposit inh: nt | PglD DTNB: -6 | PGC1a acetyl inh: nt | F508del corr: nt | miR122 inh: -9

# (list continues)
entry	compound	C2C12 statin	Cneo AK release	INS-1E GSIS act	FN deposit inh	PglD DTNB	PGC1a acetyl inh	F508del corr	miR122 inh
31	CN(C(=O)CN1C(=O)NC2(CCc3ccccc32)C1=O)C1CCCCC1 (stereo unspecified)	1	1	nt	2	1	5	0.2	-6
32	O=C(Nc1ccccc1)N1C[C@H]2[C@@H](c3ccccc31)[C@H](CO)N2C(=O)c1ccncc1	-20	-5	-4	nt	0	5	-1.2	25[16.7 µM]
33	Cc1cc(C)c(C(=O)COC(=O)Cn2nc(-c3ccccc3)oc2=O)cc1C	-4	3	13	2	-7	0	1.9	-6
34	CCc1cc2ccc(C)cc2nc1SCC(=O)NC1CCCC1	-2	0	33	-9	-13	-15	-1.5	-2
35	CC(C)Oc1ccc(C(=O)Nc2cccc(S(=O)(=O)N3CCCC3)c2)cc1	-12	-2	nt	nt	-3	-22	-0.6	9
36	CN(C)C=Nc1nonc1-c1ncn[nH]1	nt	-1	18	nt	3	4	nt	-3
37	CCCCCCn1c(-c2ccco2)nc2oc3cc(OC)ccc3c(=O)c2c1=O	44	nt	nt	7	-2	8	nt	-24
38	Cc1ccc(S(=O)(=O)NC(C)(C)C)cc1C(=O)OC(C)C(=O)NC1CC1 (stereo unspecified)	20	nt	22	0	nt	nt	1.7	nt
39	Cc1ccc(S(=O)(=O)N2CCN(C(=O)COC(=O)CCOc3cc(C)ccc3C)CC2)c(C)c1	5	-5	-21	2	-2	nt	0.1	nt
40	C[C@@H]1C[C@H]2[C@@H]3C[C@H](F)C4=CC(=O)C=C[C@]4(C)[C@@]3(F)[C@@H](O)C[C@]2(C)[C@@]1(O)C(=O)CO	-14	3	nt	-10&2	4	-1	5.6	30
41	COc1ccc(-c2cnc3c(c2)C(=O)N([C@@H](C)CO)C[C@H](C)[C@H](CN(C)C(=O)Cc2ccncc2)O3)cc1	16	2	-2	nt	-3	1	-2.4	4[16.7 µM]
42	CNC(=O)CN1C(=O)CSc2nc(C)cc(C)c21	-8	-1	10	-1	6	22	-3.1	-2
43	COc1ccccc1Cc1c(C(C)(C)C)nc2ccc(C)cn12	-13	1	-19	-2	2	-26	-0.8	2
44	Cn1c(=O)c2c(nc(Sc3ncnn3CC(=O)N3CCOCC3)n2C)n(C)c1=O	7	-3	9	-3	2	4	-3.1	2
45	CCC(=O)N1CCc2cc(Br)cc(S(=O)(=O)N(C)c3ccc(OC)cc3)c21	-14	nt	-32	-18	nt	nt	0.4	25
46	CCN(CC)CCCNC(=O)c1cn(CC)c2ccc(S(=O)(=O)N3CCc4ccccc4C3)cc2c1=O	nt	nt	-6	-1	nt	-4	-0.7	nt
47	C/C(=N\NC(=O)C1CC1c1ccccc1)c1cccs1 (stereo unspecified)	19	-1	-31	nt	2	-9	-0.6	-1
48	O=C(C[C@@H]1C=C[C@@H](NC(=O)c2ccccn2)[C@H](CO)O1)NCc1cc(F)cc(F)c1	-4	0	19	nt	0	-2	0.8	nt
49	O=C(C[C@@H]1CC[C@@H]2[C@H](COC[C@@H](O)CN2C(=O)Nc2ccccc2)O1)NCc1ccncn1	0	0	28	-7	2	3	2.7	3[16.7 µM]
50	CCc1ccccc1N1C(=O)[C@@H]2Cc3ccccc3CN2C1=O	-3	nt	nt	8	nt	-5	-0.4	-3
51	Cc1cc(C)c2oc(=O)cc(CN3CCC(C)CC3)c2c1	-5	18	1	0	-1	nt	-2.0	nt
52	O=C(Cc1ccccn1)N1CC[C@@H]2[C@H]1c1cc(-c3cccc(F)c3)ccc1N[C@@H]2CO	4	12	8	5	-3	2	-2.8	-4[16.7 µM]
53	O=C(NCc1cccc(F)c1)Nc1nnc([C@@H]2C[C@H](O)[C@@H](CO)O2)s1	-7	2	-5	nt	-3	1	0.7	2
54	COCC(=O)Nc1ccc(Br)cc1	17	9	2	nt	-3	12	nt	-7
55	Cc1ccc(C(=O)NCCCCNC(=O)c2ccc(C)o2)o1	nt	0	nt	nt	6	-2	nt	3
